Compound activity: PubChem BioAssay, National Center for Advancing Translational Sciences (NCATS)
HCMV inh: human cytomegalovirus inhibition; HFF cells, HCMV-luciferase reporter, 72 h; stronger effect = lower value; activity change, negative = inhibition, % at 57.5 µM; hit rate 4.5% among 410,000; AID 1259415; in the data active = activity change below about -60%; inconclusive = no clear call, values can overlap the other calls; inactive = above about -39%
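Compounds were evaluated in HFFs infected with an HCMV luciferase reporter virus (MOI 1 PFU/cell). Luciferase in lysates collected 72 h post infection served as the replication measure.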
Sm TGR block: S. mansoni TGR enzyme inhibition | purified TGR, DTNB reduction, TNB absorbance 405 nm | Potency, µM (series often up to 114 µM), without a hit: at the highest dose activity change, negative = inhibition, hits mostly inhibitors | hit rate 3% among 360,000 | AID 485364; also: potency is read from the fitted curve at half-maximal effect; nearly all actives have a fitted effect of over 60% in size
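Kinetic colorimetric format: TGR-catalysed, NADPH-driven DTNB reduction monitored via TNB absorbance. Enzyme dispensed at 20 nM; compound exposure 15 min at room temperature before reaction start.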
HCV inh: HCV inhibition; Huh7.5.1 HCVcc-Cre infection, luciferase reporter, 44 h; Potency, µM (series often up to 41.8 µM), for the others: at the highest dose activity change, negative = inhibition, actives largely listed as inhibitors; hit rate 3.4% among 340,000; AID 651820; also: potency is read from the fitted curve at half-maximal effect
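Cells (1,000/well) were plated 4 h before compound, then infected with HCVcc-Cre virus (~0.5 moi). After 44 h further culture, infection was read as luciferase luminescence following a 15 min substrate incubation at room temperature.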
AmpC inh detg: blocks E. coli AmpC beta-lactamase in detergent assay; AmpC hydrolysis of nitrocefin, absorbance 480 nm, 0.01% Triton; hit rate 0.041% among 370,000; P00811; Potency, µM (series often up to 114 µM), without a hit: at the highest dose activity change, negative = inhibition, actives largely listed as inhibitors;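 also: potency is read from the fitted curve at half-maximal effect; 0% = no-compound wells and -100% = no-enzyme wells; nearly all actives have a fitted effect of over 25% in size; some results filed as inactive show a strong effect at the top dose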
Target sequence (P00811 whole entry, looked up): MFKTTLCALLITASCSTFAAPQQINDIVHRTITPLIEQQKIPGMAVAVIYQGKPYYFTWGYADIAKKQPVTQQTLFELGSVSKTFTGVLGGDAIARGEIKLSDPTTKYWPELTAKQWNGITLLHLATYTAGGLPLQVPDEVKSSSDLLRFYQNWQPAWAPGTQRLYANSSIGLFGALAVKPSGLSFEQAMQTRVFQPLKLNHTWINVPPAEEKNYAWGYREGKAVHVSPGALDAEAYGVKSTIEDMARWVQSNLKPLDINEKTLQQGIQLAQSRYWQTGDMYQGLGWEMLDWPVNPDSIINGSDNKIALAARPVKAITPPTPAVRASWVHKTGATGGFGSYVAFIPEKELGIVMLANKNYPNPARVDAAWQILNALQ
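20 mM phosphate pH 7.0 + 0.01% (detergent screen) or 0.0001% Triton X-100; 5.3 nM AmpC reagent; cpd preinc 15 min RT; nitrocefin (800 uM stock) to start; A480 q20 s × 4 min; Activity was normalised to no-enzyme and no-compound control wells.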
FBPA Giardia inh: inhibitors of Giardia lamblia fructose-1,6-bisphosphate aldolase; A8B2U2; purified Giardia FBPA; Potency, µM (top dose mostly 59.6 µM), for inactives: at the top dose activity, negative = inhibition, most hits filed as inhibitors; hit rate 0.71% among 290,000; AID 2451; also: potency is read from the fitted curve at half-maximal effect; nearly all actives have a fitted effect of over 55% in size
Target sequence (A8B2U2 whole entry, looked up): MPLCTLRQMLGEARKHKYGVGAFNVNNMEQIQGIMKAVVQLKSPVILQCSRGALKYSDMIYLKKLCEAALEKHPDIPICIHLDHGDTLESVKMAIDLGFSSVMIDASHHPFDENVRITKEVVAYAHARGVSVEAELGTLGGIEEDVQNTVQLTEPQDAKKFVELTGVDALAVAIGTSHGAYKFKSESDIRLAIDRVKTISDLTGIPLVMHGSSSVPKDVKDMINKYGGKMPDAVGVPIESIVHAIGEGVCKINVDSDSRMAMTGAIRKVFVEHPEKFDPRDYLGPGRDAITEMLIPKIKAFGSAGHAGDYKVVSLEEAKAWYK
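40 nM FBPA preincubated 10 min at RT with compound (up to 57.5 uM final), then substrate plus GAPDH/TPI/NAD/arsenate coupling and diaphorase/resazurin added. Fluorescence read after 20 min at RT, 525/598 nm.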
AmpC inh no detg: inhibitors of E. coli AmpC beta-lactamase without detergent. AmpC nitrocefin hydrolysis, absorbance 480 nm, 0.0001% Triton. P00811. Potency, µM (highest dose often 57.1 µM), inactives show at the highest dose activity change, negative = inhibition, hits mostly inhibitors. hit rate 0.52% among 330,000;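 also: potency is read from the fitted curve at half-maximal effect; plate controls were no compound for no effect and no enzyme for full effect; nearly all actives have a fitted effect of over 20% in size; some results filed as inactive show a strong effect at the top dose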
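AmpC (5.3 nM in the dispensed reagent) in 20 mM phosphate pH 7.0 with 0.01% (detergent screen) or 0.0001% Triton X-100 was preincubated with compounds for 15 min at room temperature. Nitrocefin was then added from an 800 uM solution, and hydrolysis was followed at 480 nm.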
Numbers without * were called inactive; ? = inconclusive; . = not tested or not shown; [ ] = another dose, or the depositor's remark. Unless noted, calls follow the shape of the dose curve; as a rule, active = well fitted curve in the direction sought with a large enough effect; inconclusive = small, poorly fitted or top-dose-only effect, or another doubt; inactive = no such curve, though single readings can be large; an effect the other way counts as inactive or inconclusive. Unless noted, % is scaled to controls: 0 for no effect and ±100 for the full control effect. The order is random; about 9.9% have a hit in one of these screens.

smiles	HCMV inh	AmpC inh detg	FBPA Giardia inh	AmpC inh no detg	Sm TGR block	HCV inh
CCC(C)[C@H](NC(=O)[C@@H]1CSC2c3ccccc3C(=O)N21)C(=O)NCc1ccco1 (some centres not stated)	-21	-5%	-13%	-6%	45µM*	6%
Cc1sc(NC(=O)CN(CCc2ccccc2)C(=O)C2CC2)c(C(N)=O)c1C	93	7%	1%	30%	5%	-10%
C=CCNC(=O)C(=O)N/N=C/c1cccc(Br)c1	-37	8%	1%	-13%	.	15%
CCOCCn1c(SCCc2ccccc2)nc2c1c(=O)[nH]c(=O)n2C	-4	-12%	3%	-8%	3%	?
C=CCn1c(SCC(=O)c2c(N)n(C)c(=O)n(C)c2=O)nc2sc(CC)cc2c1=O	2	-5%	-17%	-32%	3%	3%
CCCN1CCN(C(=O)c2cc(COc3ccc(F)c(F)c3)on2)CC1	8	?	-4%	44%	-8%	-6%
O=C(O)c1cccc([N+](=O)[O-])c1C(=O)Nc1ccc2ccccc2c1	82	-14%	-3%	-33%	-4%	-1%
CCCCCCCSc1nnc(-c2ccccc2N)c(=O)[nH]1	0	-2%	24%	-41%	7%	?
O=C(O)CC1SC(=Nc2ccc(O)cc2)NC1=O (configuration not stated)	?	-3%	5%	-20%	-3%	3%
COc1ccc(-c2[nH]ncc2CN2CCCCCCC2)c(OC)c1	16	-1%	2%	12%	-12%	0%
COc1ccc(NC(=O)Cn2nc(C)c3c(C)n(-c4ccccc4)nc3c2=O)cc1OC	-7	12%	.	.	-1%	.
CC1(C)Cc2cccc(OCC(=O)Nc3ccccc3C(F)(F)F)c2O1	-30	3%	7%	-3%	-5%	-23%
CCOc1ccccc1NC(=O)C1CCN(C(=O)NCc2ccccc2)CC1	-14	0%	3%	-25%	-2%	?
COC(=O)c1ccc(CO/N=C/c2ccc(OC)cc2OC)cc1	-15	-7%	10%	3%	-13%	-24%
CCO/N=C(/c1nonc1N)N1CCN(c2ccc([N+](=O)[O-])cc2)CC1	10	?	0%	-49%	4%	-8%
Cc1cccc(C)c1OCCN1CCCC1	6	0%	?	-5%	-4%	24%
COc1ccc(NC(=O)Cn2c(=O)n(Cc3ccco3)c(=O)c3sc4ccccc4c32)c(OC)c1	-23	3%	.	.	0%	.
COc1ccccc1N1CCN(C(=O)c2cc3c(s2)CCC3)CC1	-17	-11%	-6%	50%	-5%	-25%
Cc1nn(C)c(Cl)c1CN1CCN(CCC(C)C)C(CCO)C1 (configuration not stated)	-9	-2%	1%	1%	-7%	-4%
COC(=O)c1ccccc1NS(=O)(=O)c1cc2c(cc1C)N(C)CCO2	?	16%	.	.	0%	.
O=C(CCCN1C(=O)c2ccccc2C1=O)NCCCN1CCOCC1	33	2%	2%	?	-8%	1%
COc1ccc(-c2ccc(CNCCCSc3nnnn3C)o2)cc1Cl	-14	25%	.	.	-14%	.
CCOc1ccc(CCNC(=O)COC(=O)c2ccc(Cl)nc2)cc1OCC	-1	-2%	.	17%	3%	?
CC(C(=O)N1CCCC1)c1ccc([N+](=O)[O-])cc1 (configuration not stated)	8	1%	5%	-17%	7%	-7%
O=C(CCc1ccccc1)Nc1ncc2c(n1)CCCC2=O	1	-6%	-1%	-45%	-17%	8%
Cc1cc(C)n2cc(-c3ccc(Cl)cc3)c(C(=O)O)c2n1	98	-2%	?	-12%	.	-9%
CCOC(=O)c1cnc(N2CCN(C(=O)OCC)CC2)[nH]c1=O	-16	1%	8%	-6%	-1%	20%
Cc1ccc(CN(C)C(=O)COC(=O)CSc2ccc([N+](=O)[O-])cc2)cc1	-31	-17%	.	-1%	4%	21%
COc1ccc(CCNC(=O)C(=O)NCc2ccccc2)cc1OC	18	3%	0%	-3%	15%	?
CNC(=O)COc1ccc(S(=O)(=O)Nc2ccc(OC)cc2)cc1	17	3%	4%	-9%	-12%	4%

Next section (three carried over from the part before).
smiles	HCMV inh	AmpC inh detg	FBPA Giardia inh	AmpC inh no detg	Sm TGR block	HCV inh
Cc1ccc(CN(C)C(=O)COC(=O)CSc2ccc([N+](=O)[O-])cc2)cc1	-31	-17%	.	-1%	4%	21%
COc1ccc(CCNC(=O)C(=O)NCc2ccccc2)cc1OC	18	3%	0%	-3%	15%	?
CNC(=O)COc1ccc(S(=O)(=O)Nc2ccc(OC)cc2)cc1	17	3%	4%	-9%	-12%	4%
Cc1nc(C)c(C(=O)C2=C(O)C(=O)N(CCCn3ccnc3)C2c2ccc(Cl)cc2)s1 (configuration not stated)	?	1%	-5%	-1%	-6%	18%
COc1ccc(-c2ccc(N)cn2)cn1	24	-2%	.	-19%	-1%	8%
CC(C)NC(=O)c1cc(-c2cccs2)on1	-2	1%	2%	-6%	2%	7%
CCOc1ccc(CNC(=O)c2ccc3c(c2)nc2n3CCOC2)cc1OC	9	-3%	.	.	-4%	.
Cc1ccc(-c2n[nH]c(=O)c3ccccc23)cc1S(=O)(=O)N(C)C	-18	-2%	3%	-1%	-25%	-24%
O=C(c1ccc([N+](=O)[O-])s1)N1CCN(c2ccccn2)CC1	-61*	-8%	-3%	-15%	?	?
COc1ccc(CNC(=O)C2CCCN2S(=O)(=O)c2ccccc2)cc1 (configuration not stated)	45	?	1%	-2%	6%[11.4 µM]	-1%
CCSc1nnc(NS(=O)(=O)c2ccc(OC)cc2)s1	36	-4%	10%	-16%	5%	-5%
Cc1cc(SCC(=O)OCC(=O)c2c(N)n(C)c(=O)n(C)c2=O)c(C)cc1Br	-17	-1%	1%	20%	-5%	20%
O=C(O)CCNS(=O)(=O)c1ccc2ccccc2c1	12	?	15%	-12%	0%	18%
COc1cccc(/C=c2/s/c(=C(\C#N)C(=O)N3CCOCC3)n(-c3ccccc3)c2=O)c1	-19	1%	.	-21%	7%	?
CN(C)c1nc(N)c([N+](=O)[O-])c(NCC2CCCO2)n1 (configuration not stated)	-11	-2%	0%	-3%	2%	11%
Cc1ccc(CC2C(=O)N(c3cc(C)ccc3C)C(=O)C2C)cc1 (configuration not stated)	-2	-12%	-2%	27%	10%	-5%
CCOC(=O)NCC(C)(C)CNC(=O)OCC	-27	-1%	4%	-4%	0%	12%
COc1cccc(C(=O)Nc2ccc(NC(=O)c3ccc(C(C)(C)C)cc3)cc2)c1	-97*	-1%	.	.	3%	.
CCc1nc2ccccc2c(C(=O)OCC(=O)NC(=O)c2cccn2C)c1C	9	-5%	-10%	-12%	-5%	-25%
COC(=O)c1ccc(NC(=O)C(C)N2Cc3ccccc3C2=O)cc1 (configuration not stated)	-5	4%	.	.	2%	.
Cc1ccc(C(=O)OCC(=O)NCc2cccs2)cc1C	-11	2%	4%	-16%	-5%	-1%
CC1=CC(=C2C(=O)c3ccccc3C2=O)C=C(C)N1C	16	3%	-6%	-11%	-27%	11%
CCCSc1cc(N2CCOCC2)nc(-c2ccccc2Cl)n1	-19	?	-1%	24%	-7%	-44%
COc1ccc(-c2nc(C=O)cs2)cc1	-24	2%	1%	-14%	7%	16%
CN(C(=O)c1cccs1)c1ccc(OCC(=O)Nc2ccc(C(=O)O)cc2)cc1	-21	1%	4%	-5%	-10%	13%
O=C(C1CCCO1)N1CCc2ccccc21 (configuration not stated)	59	1%	0%	-18%	?	2%
Cc1cccc2cc(C(c3nnnn3Cc3ccccc3)N3CCCc4ccccc43)c(=O)[nH]c12 (configuration not stated)	-83*	3%	2%	-12%	-2%	.
Cc1ccc2c(C)c(C(=O)N3CCN(C4CCS(=O)(=O)C4)CC3)oc2c1C (configuration not stated)	33	2%	.	157%[activator]	-16%	0%
Cc1cc(Oc2ccc(=O)n(C)n2)nc(SCCOc2ccccc2)n1	37	0%	-2%	61%[activator]	-11%	-10%
COc1cccc(OCC(=O)N(Cc2nc(-c3ccc(Cl)cc3)no2)C(C)C)c1	41	?	0%	51%	10%	-30%
CC(C)N(C(=O)COC(=O)[C@@H]1CC(O)CN1S(=O)(=O)c1ccc(C(C)(C)C)cc1)C(C)C (some centres not stated)	9	-10%	8%	211%[activator]	0%	17%
COc1ccc(C)cc1NC(=O)C1CCCN1S(=O)(=O)c1ccc2c(c1)CCC(=O)N2 (configuration not stated)	-4	-11%	-13%	2%	-13%	-20%
COc1ccc2ccccc2c1C1CC(=O)N2CN(C3CCCCC3)CSC2=C1C#N (configuration not stated)	52	-7%	?	-43%	28µM*	6%

Brought forward from above: two compounds; new compounds follow.
smiles	HCMV inh	AmpC inh detg	FBPA Giardia inh	AmpC inh no detg	Sm TGR block	HCV inh
COc1ccc(C)cc1NC(=O)C1CCCN1S(=O)(=O)c1ccc2c(c1)CCC(=O)N2 (configuration not stated)	-4	-11%	-13%	2%	-13%	-20%
COc1ccc2ccccc2c1C1CC(=O)N2CN(C3CCCCC3)CSC2=C1C#N (configuration not stated)	52	-7%	?	-43%	28µM*	6%
COC(=O)C1(C(=O)OC)NOC2C(=O)N(N(C)c3ncc(C(F)(F)F)cc3Cl)C(=O)C21 (configuration not stated)	-9	5%	-1%	-26%	-16%	30%
CCOC(=O)Cc1csc(NC(=O)CSc2nc(=O)[nH]c3c2CCC3)n1	-2	-10%	.	?	0%	-16%
CC(C)c1cc(-c2cc(C(=O)NCc3ccccc3)on2)nc(NCC2CC2)n1	11	-5%	1%	-29%	-1%	?
NNC(=O)c1cc(-c2ccc(N)cc2)nc2ccc(Br)cc12	16	3%	3%	18%	-1%	0%
O=C(CN1C(=O)c2cccc3cccc1c23)Nc1ccccc1Br	12	9%	.	.	-1%	.
Cc1ccc(NC(=O)c2ccc(-n3cccn3)c([N+](=O)[O-])c2)cc1	65	-4%	?	-25%	?	?
O=c1[nH]c2ccc(N/C(=N/S(=O)(=O)c3ccccc3)c3ccccc3)cc2[nH]1	0	?	1%	-26%	1%	0%
On1c(-c2ccco2)nc2c1CCc1nonc1-2	-3	?	-25%	-19%	-29%	-2%
CCN(CC)C(=O)Oc1ccnc2cc(Cl)ccc12	0	-6%	-6%	8%	.	-11%
CSCCC(NC(=O)COc1ccccc1)C(=O)N1CCCC(C(F)(F)F)C1 (configuration not stated)	2	?	.	32%	7%	-1%
